High-throughput results deposited in PubChem BioAssay by National Center for Advancing Translational Sciences (NCATS).
TRb SRC2 PPI – TRbeta-SRC2 interaction inhibition | 0.065% of 280,000 active | P10828 | AID 1469 | Potency, µM (titrated, usually from 106 µM), for the others: top-dose activity change, negative = inhibition, most hits filed as inhibitors | TRbeta-SRC2 peptide binding, fluorescence polarization; receptor liganded with 1 µM T3;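 also: plate controls were bound peptide for no effect and peptide without receptor for full effect; nearly all actives have a fitted effect of over 50% in size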
Target sequence (P10828 whole entry, looked up): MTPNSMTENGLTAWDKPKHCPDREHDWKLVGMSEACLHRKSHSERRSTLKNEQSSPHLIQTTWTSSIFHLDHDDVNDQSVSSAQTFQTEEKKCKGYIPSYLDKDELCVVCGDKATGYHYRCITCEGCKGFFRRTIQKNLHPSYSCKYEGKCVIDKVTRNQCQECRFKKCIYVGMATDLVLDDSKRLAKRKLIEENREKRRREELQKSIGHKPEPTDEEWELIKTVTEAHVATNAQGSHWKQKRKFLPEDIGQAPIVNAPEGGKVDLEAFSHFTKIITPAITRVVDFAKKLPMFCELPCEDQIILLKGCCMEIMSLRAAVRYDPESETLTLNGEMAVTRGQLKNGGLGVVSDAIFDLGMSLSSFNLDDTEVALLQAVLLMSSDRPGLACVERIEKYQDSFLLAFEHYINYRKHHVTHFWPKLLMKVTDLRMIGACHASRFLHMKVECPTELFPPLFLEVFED
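Human TRb ligand-binding domain (0.6 uM) is mixed with 20 nM Texas Red SRC2 peptide and 1 uM T3; after compound addition and 5 hr at ambient temperature, polarization is measured and normalized to unbound and bound controls.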
Tau FP inhib – tau fibrillization inhibition (FP) | P10636 | K18 P301L tau heparin fibrillization, Alexa594 FP, 6 h | Potency, µM (series often up to 57.7 µM), for inactives: top-dose activity, negative = inhibition, actives largely listed as inhibitors | 0.39% of 280,000 active | AID 1468; also: % is scaled to controls: 0 for no effect and ±100 for the full control effect; nearly all actives have a fitted effect of over 55% in size
Target sequence (P10636 561-689 P618L limits assumed): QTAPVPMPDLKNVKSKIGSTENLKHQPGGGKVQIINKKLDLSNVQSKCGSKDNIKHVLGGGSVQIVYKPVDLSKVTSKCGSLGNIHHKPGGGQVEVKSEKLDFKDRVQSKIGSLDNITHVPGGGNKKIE
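Human K18 P301L fragment (15 uM unlabeled plus 0.24 uM Alexa 594-labeled) in 100 mM sodium acetate pH 7 with compound, aggregation induced by 20 uM heparin for 6 hr at 37 C. ThT (30 uM) added for 1 hr, then Alexa 594 FP read.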
L3MBTL1 inh – blocks human L3MBTL1; Q9Y468; AlphaScreen L3MBTL1–H3K9me1 peptide binding; Potency, µM (highest dose often 57.1 µM), for the others: top-dose activity, negative = inhibition, hits mostly inhibitors; 0.66% of 230,000 active; AID 485360; also: % is scaled to controls: 0 for no effect and ±100 for the full control effect; nearly all actives have a fitted effect of over 60% in size
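L3MBTL1 50 nM + b-AHA-H3(1-15)K9me1 75 nM, 30 min RT; compound added, 30 min RT; streptavidin donor/Ni-chelate acceptor beads 10 ug/mL each final, 30 min RT dark; AlphaScreen read.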
Tau fluor cs – counter-screen for tau fibril formation inhibitors. Potency, µM (series often up to 57.7 µM), for inactives: at the highest dose activity change, negative = decrease. 0.93% of 280,000 active. tau K18 P301L Alexa594 fluorescence, heparin fibrillization; also: % is scaled to controls: 0 for no effect and ±100 for the full control effect; nearly all actives have a fitted effect of over 55% in size
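Human K18 P301L tau (15 uM unlabeled plus 0.24 uM Alexa 594-labeled, final) in 100 mM sodium acetate pH 7 was mixed with compound and 20 uM heparin and incubated 6 hr at 37 C.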
RECQ1 helicase – inhibitors of human RECQ1 DNA helicase. P46063. RECQ1 DNA unwinding, red fluorescence kinetic read. Potency, µM (series often up to 57.3 µM), for the others: at the highest dose activity, negative = inhibition, usual class: inhibitors. 0.54% of 240,000 active. AID 2549;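 also: plate controls were vehicle for no effect and no enzyme for full effect; nearly all actives have a fitted effect of over 30% in size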
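50 nM RECQ1T1 preincubated 15 min with compound in Tris pH 8.0 buffer with MgCl2, DTT, Tween-20 and 2.5 ug/ml poly(dI-dC); started with 200 nM TAMRA/BHQ-2 forked duplex and 2 mM ATP. Unwinding read as fluorescence (525/598 nm), two reads 2 h apart.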
TexasRed fluor – Texas Red fluorescence interference in TRb-SRC2 counter-screen | Potency, µM (top dose mostly 106 µM), inactives show top-dose fluorescence change, negative = quenching | AID 1479 | TRb/SRC2 Texas Red total fluorescence interference | 0.29% of 280,000 active; active = well fitted curve in either direction with a large enough effect; inconclusive = small, poorly fitted or top-dose-only effect; also: % is scaled to controls: 0 for no effect and ±100 for the full control effect
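Flags fluorescent or light-absorbing compounds by total fluorescence, S + 2P, at 555 nm excitation and 632 nm emission. Mixture: 20 nM Texas Red SRC2 peptide, 0.6 uM human TRb LBD, 1 uM T3, 5% DMSO; compound exposure 5 h at ambient temperature.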
Tau ThT inhib – tau fibrillization inhibition (ThT binding). P10636. recombinant tau K18 P301L (four-repeat tau fragment), heparin-induced fibrillization, ThT fluorescence. Potency, µM (doses to about 57.4 µM), for the others: at the highest dose activity, negative = inhibition, usual class: inhibitors. 2.1% of 270,000 active; also: % is scaled to controls: 0 for no effect and ±100 for the full control effect; nearly all actives have a fitted effect of over 55% in size
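Recombinant human tau K18 fragment […] carrying P301L, 15 uM unlabeled plus 0.24 uM Alexa 594-labeled, was fibrillized with 20 uM heparin in 100 mM sodium acetate pH 7 for 6 hr at 37 C; 30 uM ThT fluorescence read after 1 hr.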
HTT cytoprotect – protects HTT-Q103 PC12 cells, measured by ATP; PC12 HTT-Q103 induced, cytoprotection, ATP luminescence, 40 h; Potency, µM (titrated, usually from 56.4 µM), for the others: cytoprotection (ATP increase), usual class: activators; 0.14% of 230,000 active; AID 1471;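 also: % of control where 0% means no effect; nearly all actives have a fitted effect of over 45% in size; toxic huntingtin expression switched on by the ecdysone agonist tebufenozide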
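Stable PC12 Q103-GFP cells in serum-supplemented, phenol red-free DMEM; induction by tebufenozide at 100 nM final; compound dose series; cell viability quantified luminescently from ATP.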
* marks the source's active call; other numbers are inactive results; i = inactive; ? = inconclusive; . = not tested or not shown; & = joins results of further samples; [ ] = another dose, or the depositor's remark. Unless noted, calls follow the shape of the dose curve; as a rule, active = well fitted curve in the direction sought with a large enough effect; inconclusive = small, poorly fitted or top-dose-only effect, or another doubt; inactive = no such curve, though single readings can be large; an effect the other way counts as inactive or inconclusive. Potency is read from the fitted curve at half-maximal effect. This is a subset (hit frequency here may not be typical).

Below each compound – TRb SRC2 PPI | Tau FP inhib | L3MBTL1 inh | Tau fluor cs | RECQ1 helicase | TexasRed fluor | Tau ThT inhib | HTT cytoprotect
1	CCCCCCOc1ccc(N2C(=O)CC(N3CCC(C(=O)OCC)CC3)C2=O)cc1 (centres undefined)
→ 2% | -11% | 5% | -13% | -1% | 0% | -17% | 13%[10 µM]
2	Cc1ccc(OCCn2cc(C(=S)N3CCCC3)c3ccccc32)cc1C
→ -8% | -4% | -15% | -29% | i | -4% | -19% | -14%[10 µM]
3	CCc1ccc(C2c3c(oc4ccc(C)cc4c3=O)C(=O)N2c2nc(C)c(C)s2)cc1 (centres undefined)
→ 2% | -4% | . | 8% | . | 6% | 5% | .
4	CCn1nnnc1SCC(=O)Nc1nc(C)c(C)s1
→ -2% | 4% | 15% | 1% | -7% | -1% | -3% | 18%[10 µM]
5	Cc1oc(-c2ccc(Cl)cc2)nc1Cn1c(=O)cc(-c2ccccc2)c2c(C)nn(C)c21
→ 3% | -3% | . | -6% | . | -21% | -5% | .
6	Cc1cc(C)cc(N(C(=O)C2CCCC2)C2C=CS(=O)(=O)C2)c1 (centres undefined)
→ 0% | 1% | 0% | -2% | -14% | 0% | 4% | -9%
7	O=C(O)COCC(=O)Nc1ccc(-n2nc(C(F)(F)F)cc2-c2cccs2)cc1
→ -2% | -1% | . | -6% | 12% | 1% | . | -35%[10 µM]
8	CCN(CC)Cc1c(O)ccc2c([N+](=O)[O-])c(C)n(-c3ccc(OC)cc3)c12
→ 9% | -1% | -5% | -25% | -8% | -9% | ? | -12%[10 µM]
9	CCN(CC)C(=O)CC(c1ccc(N(C)C)cc1)c1c(OC)cc(OC)c2c(-c3ccccc3)cc(=O)oc12 (centres undefined)
→ 1%&-5% | 6% | . | -14% | -4%&-14% | 2%&-4% | -9% | 4%[10 µM]
10	C/C(=N\NC(=S)NCc1ccccc1)c1ccco1
→ -2% | -2% | -20% | -13% | i | -6% | -13% | 10%[10 µM]
11	OC1CCN(C(=S)NCCc2ccccc2)CC1
→ -3% | 10% | . | -2% | -10% | -2% | -1% | 7%
12	CCCCC(=O)Nc1ccc2c(c1)nc1n2CCN(CCOC)C1
→ 5% | 1% | -2% | -18% | -3% | -5% | ? | -8%[10 µM]
13	COc1ccc(C(=O)Nn2c(SCc3ccc([N+](=O)[O-])cc3)nc3ccccc3c2=O)cc1
→ 2% | 0% | -11% | -13% | -15% | -2% | 4% | -50%[inhibitor]
14	COc1ccc(-c2cc(C(=O)Nc3cc(OC)c(OC)c(OC)c3)no2)cc1OC
→ -9% | -1% | 5% | -6% | -3% | -1% | -17% | -6%
15	CCc1ccc(NC(=O)Cc2cn(C)c3ccccc23)cc1
→ -1% | -2% | . | -4% | -17% | 2% | -11% | -13%[10 µM]
16	Cc1nc2ccccn2c1C(=O)c1ccccc1
→ 8% | -3% | . | -3% | -1% | 1% | -4% | -24%
17	CC(C)OC(=O)c1cccc(C(=O)Oc2ccc(Br)cc2)n1
→ -3% | 12% | 2% | -1% | i | -6% | ? | -12%
18	O=C(O)CCCC(=O)Nc1c(F)c(F)c(F)c(F)c1F
→ 1% | 3% | -7% | 8% | 3% | 1% | 5% | -6%
19	O=C(Nc1ccc(N2CCOCC2)c(Cl)c1)c1ccc(Br)o1
→ -4% | ? | -7% | ? | 3% | -2% | ? | -17%[10 µM]
20	Cn1c(N2CCOCC2)nc2c1c(=O)n(Cc1ccc(Cl)c(Cl)c1)c(=O)n2C
→ -1% | 6% | 3%[11.4 µM] | -20% | -1% | -5% | -19% | -15%
21	CCN(CC)CCNC(=O)c1ccc(Cl)c(S(=O)(=O)Nc2ccc(Cl)cc2)c1
→ -2% | 0% | . | -8% | i | -1% | -6% | 2%
22	CC(=O)Nc1ccc(C2=NN(C)C(=NCc3ccccc3)SC2)cc1
→ -1% | 2% | -15% | ? | -13% | -1% | ? | -15%
23	CN(Cc1ccccc1NS(=O)(=O)c1ccc2ccccc2c1)C1CCCCC1
→ 3% | 0% | 1% | -19% | 0% | 4% | -5% | -20%
24	Cc1ccc(/C=C/C(=O)NCC2COc3ccccc3O2)o1 (centres undefined)
→ -2% | -16% | -3% | -9% | i | 0% | ? | -16%
25	Cc1cc(N2CCN(C)CC2)nc2ccc(NC(=S)N3CCN(c4ccc(F)cc4)CC3)cc12
→ -1% | 7% | . | -1% | -3% | -8% | ? | -30%[inhibitor]
26	CSCCC1NC(=O)N(CC(=O)Nc2ccc(-c3ccccc3)cc2)C1=O (centres undefined)
→ 7% | ? | 6% | ? | -10% | 2% | ? | 3%[10 µM]
27	COc1ccc(C(=O)N2CCN(c3nnnn3-c3ccccc3)CC2)cc1OC
→ -3% | 5% | 2% | 3% | 7% | 1% | 0% | -12%[0.074 µM]
28	COc1ccc(CNC(=O)CCCN2C(=O)CSc3c2c(C)nn3-c2ccccc2)cc1
→ 0% | 4% | . | -5% | . | -2% | 1% | .
29	O=C(O)Cn1cc(C(=O)C(F)(F)F)c2ccccc21
→ 1% | 0% | 4% | -1% | 15% | -3% | 6% | 0%[10 µM]
30	CC[C@H](C)C1NC(=O)[C@H](CC(=O)O)NC(=O)c2cc([N+](=O)[O-])cc(I)c2NCCC(C(N)=O)NC1=O (some centres undefined)
→ 1% | 4% | -15% | -6% | -5% | 0% | -16% | .

Single records (already shown). Values in the order: TRb SRC2 PPI | Tau FP inhib | L3MBTL1 inh | Tau fluor cs | RECQ1 helicase | TexasRed fluor | Tau ThT inhib | HTT cytoprotect
Results for Cc1ccc(OCCn2cc(C(=S)N3CCCC3)c3ccccc32)cc1C → -8% | -4% | -15% | -29% | i | -4% | -19% | -14%[10 µM]
Results for C/C(=N\NC(=S)NCc1ccccc1)c1ccco1 → -2% | -2% | -20% | -13% | i | -6% | -13% | 10%[10 µM]

New compounds follow
Below each compound – TRb SRC2 PPI | Tau FP inhib | L3MBTL1 inh | Tau fluor cs | RECQ1 helicase | TexasRed fluor | Tau ThT inhib | HTT cytoprotect
31	CCc1ccc(C2=CC(c3cccc(Br)c3)n3nnnc3N2)cc1 (centres undefined)
→ 0% | -1% | . | 5% | . | 2% | 5% | .
32	CCc1ccc(OCCn2cccn2)cc1
→ -4% | 7% | . | -6% | -3% | -1% | -6% | -22%
33	COC(=O)c1ccc(NC(=O)CNc2ccccc2)cc1
→ -7% | 2% | -9% | ? | -4% | -1% | ? | -12%[10 µM]
34	Fc1ccc(-c2cnc[nH]2)cc1
→ -20% | 2% | . | -4% | -6% | -3% | -8% | 16%
35	O=[N+]([O-])c1ccc(Sc2n[nH]c(-c3ccccc3)n2)nc1
→ 3% | -6% | 2% | -20% | -11% | -3% | -18% | -2%
36	Cc1ccc(-c2nc3c4ccccc4n(Cc4cccc(Cl)c4)c(=O)n3n2)cc1
→ -1% | -17% | . | -21% | . | -2% | -12% | .
37	Cc1cc(Cl)ccc1N=Cc1c(O)n(C)c(=O)n(C)c1=O
→ 3% | -7% | 0% | -9% | -2% | -3% | -3% | -10%
38	Nc1nnc(SCc2ccccc2)n1-c1ccccc1
→ 6% | -1% | -2% | -5% | -6% | -1% | 1% | 12%[10 µM]
39	c1ccc(CSCc2nc3ccccc3[nH]2)cc1
→ -11%[53 µM] | -4% | 1% | 7% | 0% | -1%[53 µM] | 6% | 2%[10 µM]
40	O=C(COC(=O)c1n[nH]c2ccccc12)NCc1ccccc1
→ -5% | 11% | . | -11% | -6% | 0% | -4% | 17%
41	Cc1cccc(-n2c(-c3ccco3)n[nH]c2=S)c1
→ -6% | 9% | 1% | -3% | i | -1% | -12% | .
42	CCS(=O)(=O)c1ccc2oc(Nc3ccccc3C)nc2c1
→ -1% | -6% | 4% | -2% | 11% | 1% | -1% | -51%[inhibitor][10 µM]
43	CCCCN(C(=O)C1CCC(CNS(=O)(=O)c2cccc3nsnc23)CC1)c1ccccc1 (centres undefined)
→ -1% | 1% | . | -13% | . | 0% | -13% | .
44	COCC(=O)N1CCCC(CNS(=O)(=O)c2ccc(OC)cc2)C1 (centres undefined)
→ -7% | 4% | -1% | 4% | i | -1% | -7% | 25%[10 µM]
45	CCOC(=O)C1CCCN(C(=O)c2nn(-c3ccc(C)cc3)c(=O)c3c2c2ccccc2n3C)C1 (centres undefined)
→ -1% | 1% | . | -13% | . | 1% | -8% | .
46	CC1CCC(C(C)C)C(OC(=O)C[n+]2cc(-c3ccc(Cl)cc3)n3c2CCCCC3)C1 (centres undefined)
→ -8% | 4% | 3% | 4% | i | 1% | ? | 3%[10 µM]

Grouped by structure, the compounds so far containing a Cl atom
Below each compound – TRb SRC2 PPI | Tau FP inhib | L3MBTL1 inh | Tau fluor cs | RECQ1 helicase | TexasRed fluor | Tau ThT inhib | HTT cytoprotect
5	Cc1oc(-c2ccc(Cl)cc2)nc1Cn1c(=O)cc(-c2ccccc2)c2c(C)nn(C)c21
→ 3% | -3% | . | -6% | . | -21% | -5% | .
19	O=C(Nc1ccc(N2CCOCC2)c(Cl)c1)c1ccc(Br)o1
→ -4% | ? | -7% | ? | 3% | -2% | ? | -17%[10 µM]
20	Cn1c(N2CCOCC2)nc2c1c(=O)n(Cc1ccc(Cl)c(Cl)c1)c(=O)n2C
→ -1% | 6% | 3%[11.4 µM] | -20% | -1% | -5% | -19% | -15%
21	CCN(CC)CCNC(=O)c1ccc(Cl)c(S(=O)(=O)Nc2ccc(Cl)cc2)c1
→ -2% | 0% | . | -8% | i | -1% | -6% | 2%
36	Cc1ccc(-c2nc3c4ccccc4n(Cc4cccc(Cl)c4)c(=O)n3n2)cc1
→ -1% | -17% | . | -21% | . | -2% | -12% | .
37	Cc1cc(Cl)ccc1N=Cc1c(O)n(C)c(=O)n(C)c1=O
→ 3% | -7% | 0% | -9% | -2% | -3% | -3% | -10%
46	CC1CCC(C(C)C)C(OC(=O)C[n+]2cc(-c3ccc(Cl)cc3)n3c2CCCCC3)C1 (centres undefined)
→ -8% | 4% | 3% | 4% | i | 1% | ? | 3%[10 µM]
